Compound activity from PubChem BioAssay.
A3A deaminase: human APOBEC3A DNA deaminase inhibition. inhibition, % at 20 µM. P31941. recombinant A3A, FAM/TAMRA ssDNA deamination fluorescence. actives 0.41% (n = 330,000);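 active = at least 40% inhibition at 20 µM here, with at most 30% in a related deaminase screen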;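 also: plate controls were A3A with DMSO for no effect and wells lacking A3A enzyme for full effect; some results filed as inactive read as strong as hits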
Target sequence (P31941 whole entry, looked up): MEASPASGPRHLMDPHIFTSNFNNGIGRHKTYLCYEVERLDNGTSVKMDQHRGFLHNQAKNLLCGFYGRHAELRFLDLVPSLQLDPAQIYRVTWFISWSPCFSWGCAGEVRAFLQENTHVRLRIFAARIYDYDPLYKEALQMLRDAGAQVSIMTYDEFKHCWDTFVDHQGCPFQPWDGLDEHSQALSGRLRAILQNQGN
mIAP block: blocks mouse intestinal alkaline phosphatase. purified mouse IAP, CDP-Star luminescence, 30 min. inhibition, % at 10 µM. actives 0.2% (n = 330,000);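 active = inhibition of at least 40% at 10 µM in the primary screen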;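 also: plate controls were DMSO with enzyme for no effect and no enzyme wells for full effect; values of inactives mirror those of a sister screen read the other way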
mIAP act: mouse IAP activation; muIAP, CDP-Star luminescence, 30 min; hits give high values; 1 = vehicle-only enzyme signal, 0 = enzyme-free wells; activation factor at 10 µM; actives 0.24% (n = 330,000); AID 2805;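 active = activation factor of at least 2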; also: the source names both 10 and 20 µM as test concentration; values of inactives mirror those of a sister screen read the other way
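System: mouse IAP enzyme. Reagent: CDP-Star chemiluminescent phosphatase substrate. Benchmarks: DMSO wells, no-enzyme wells. Times: 30 min enzyme-substrate-compound incubation at room temperature. Detection: luminescence from enzymatic CDP-Star hydrolysis. Doses: test compounds delivered from DMSO solution.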
SENP1 FRET inh: SENP1 (human) catalytic domain inhibition | Q9P0U3 | recombinant SENP1 catalytic domain, CyPet-SUMO1-YPet FRET cleavage | inhibition, % at 10 µM | actives 0.21% (n = 360,000) | AID 624204;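 active = inhibition at least 30% at 10 µM, raw YFP signal under a set limit, fluorescence ratio 0.5 to 1.5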;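 also: 0% = enzyme with DMSO and 100% = no enzyme wells; some results filed as inactive read as strong as hits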
Target sequence (Q9P0U3 419-644 limits assumed): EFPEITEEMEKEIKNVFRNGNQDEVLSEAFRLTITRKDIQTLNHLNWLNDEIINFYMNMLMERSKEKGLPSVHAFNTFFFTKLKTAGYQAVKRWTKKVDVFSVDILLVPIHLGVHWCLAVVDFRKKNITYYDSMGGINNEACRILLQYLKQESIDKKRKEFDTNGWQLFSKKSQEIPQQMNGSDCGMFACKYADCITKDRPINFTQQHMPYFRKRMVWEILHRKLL
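Material: hSENP1 catalytic domain, recombinant; medium: Tris pH 8 with BME, BSA, NP40 and catalase; compound: single concentration of 10 µM compound, 0.5% DMSO final; technique: FRET read of cyan and yellow fluorescence; timing: 50 min enzyme reaction, room temperature, light-protected; reagent: SFCypet-SUMO1-SFYpet substrate at 25 nM; control set: no-enzyme low, enzyme-DMSO high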
NALP3 yeast inh: NALP3 inhibition in yeast; inhibition, % at 10 µM; actives 0.39% (n = 330,000); Yeast reconstituted NLRP3/ASC/caspase-1, beta-gal luminescence, 24 h;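 active = inhibition of 50% or more; inactive = inhibition below 50%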;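 also: plate controls were induced DMSO wells for no effect and uninduced yeast grown without galactose for full effect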
hIAP block: blocks human intestinal alkaline phosphatase; inhibition, % at 10 µM; actives 0.12% (n = 330,000); purified IAP, CDP-Star luminescence, 30 min;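 active = inhibition reaching a set limit with compound at 10 µM in the primary screen, cut at about 35% in these data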;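 also: plate controls were DMSO wells with enzyme for no effect and no-enzyme buffer wells for full effect; values of inactives mirror those of a sister screen read the other way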
Target sequence (P09923 whole entry, looked up): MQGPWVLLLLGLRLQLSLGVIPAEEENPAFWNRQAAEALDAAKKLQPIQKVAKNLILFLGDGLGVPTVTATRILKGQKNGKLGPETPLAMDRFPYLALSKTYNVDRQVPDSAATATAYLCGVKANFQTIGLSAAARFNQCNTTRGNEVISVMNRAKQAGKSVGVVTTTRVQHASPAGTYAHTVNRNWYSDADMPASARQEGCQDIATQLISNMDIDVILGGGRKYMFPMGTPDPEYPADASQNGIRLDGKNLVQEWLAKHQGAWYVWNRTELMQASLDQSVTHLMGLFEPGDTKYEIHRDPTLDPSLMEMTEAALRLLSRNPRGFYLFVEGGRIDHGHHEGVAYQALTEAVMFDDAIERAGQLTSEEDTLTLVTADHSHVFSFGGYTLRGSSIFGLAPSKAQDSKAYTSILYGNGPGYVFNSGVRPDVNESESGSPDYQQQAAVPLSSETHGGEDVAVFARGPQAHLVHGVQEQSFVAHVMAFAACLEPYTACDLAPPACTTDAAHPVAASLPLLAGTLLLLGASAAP
MIN6 prolif: inducers of beta-cell replication in MIN6 cells; MIN6 cells proliferation, ATPlite luminescence, 48 h; cells starved in 0.2% serum; 100% = growth in 10% serum; proliferation, % at 10 µM; actives 0.29% (n = 330,000); AID 2380;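 active = compounds whose signal lies at least 3.5 SD above the mean of all wells on their plate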;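 also: 0% = DMSO-treated cells in low-serum medium and 100% = 10% serum control; some compounds called inactive have numbers as strong as hits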
hIAP act: increases human intestinal alkaline phosphatase activity; activation factor at 10 µM; purified human IAP, CDP-Star luminescence, 30 min; hits give high values; 1 = vehicle-only enzyme, 0 = enzyme-free background; actives 0.16% (n = 330,000); P09923; AID 2524;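 active = activation factor of the enzyme at least 2-fold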; also: the source names both 10 and 20 µM as test concentration; values of inactives mirror those of a sister screen read the other way
A3G deaminase: APOBEC3G (human) deaminase inhibition. inhibition, % at 20 µM. recombinant A3G, ssDNA deamination FAM/TAMRA fluorescence. Q9HC16. actives 0.28% (n = 330,000). AID 493012;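 active = inhibition of at least 40% at 20 µM, with no more than 30% in the related APOBEC3A deaminase screen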;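 also: plate controls were DMSO wells with A3G for no effect and wells lacking A3G enzyme for full effect; some compounds called inactive have numbers as strong as hits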
Numbers without * were called inactive; . = not tested or not shown. These rows are one share of the data; the hit share may differ from the screen's.

SMILES	A3A deaminase	mIAP block	mIAP act	SENP1 FRET inh	NALP3 yeast inh	hIAP block	MIN6 prolif	hIAP act	A3G deaminase
COc1cccc(C(=O)NNC(=O)C(=O)Nc2ccc(C)c(Cl)c2)c1	2	17	0.83	2	15	-50	-2	1.5	3
CCCCNC(=O)CNC(=S)N(Cc1cc(OC)c(OC)c(OC)c1)C1CCCC1	-4	-21	1.2	2	-4	-8	-1	1.1	-6
COc1ccc(C(O)c2nc3ccccc3s2)cc1 (stereo not given)	-5	-8	1.1	.	37	-11	-1	1.1	-5
O=C(Nc1ccc(F)cc1)Nc1nnc(COc2ccccc2F)s1	1	2	0.98	-1	17	-10	-6	1.1	7
C/C(=N\Nc1ccc([N+](=O)[O-])cc1)c1ccc2c(c1)OCO2	3	8	0.92	-31	3	11	2	0.89	-9
C=C(C)c1ccc(C(C)(C)NC(=O)NCc2ccco2)cc1	-3	-20	1.2	0	14	-6	-1	1.1	-10
O=C(CCNC(=O)c1ccco1)Nc1ccc(OC(F)F)cc1	15	2	0.98	-1	21	-8	-5	1.1	-3
CC(SCc1nc2sc3c(c2c(=O)[nH]1)CCCC3)C(=O)Nc1ccccn1 (stereo not given)	-2	8	0.92	3	2	10	4	0.9	7
CC(=O)c1sc(NC(=O)COc2ccc(Cl)cc2C)nc1C	2	0	1	-2	4	-10	0	1.1	-2
O=C(CSc1nnc2n1CCCN2)c1ccc(Cl)cc1	0	-1	1	2	12	12	-4	0.88	-5
C=CCNC(NC(=O)c1ccccc1)(C(=O)OCC)C(F)(F)F (stereo not given)	1	0	1	4	-11	8	1	0.92	-2
CCN(C(=O)Cc1ccc(NC2=NC3CS(=O)(=O)CC3S2)cc1)c1ccccc1 (stereo not given)	2	3	0.97	0	4	0	-1	1	-4

Just mIAP block, for some of the entries so far:
Structure,mIAP block
O=C(CCNC(=O)c1ccco1)Nc1ccc(OC(F)F)cc1,2
CC(SCc1nc2sc3c(c2c(=O)[nH]1)CCCC3)C(=O)Nc1ccccn1 (stereo not given),8
CC(=O)c1sc(NC(=O)COc2ccc(Cl)cc2C)nc1C,0

Other compounds.
SMILES	A3A deaminase	mIAP block	mIAP act	SENP1 FRET inh	NALP3 yeast inh	hIAP block	MIN6 prolif	hIAP act	A3G deaminase
COc1ccc(S(=O)(=O)NC2CC(=O)N(c3ccc4c(c3)OCCO4)C2)cc1 (stereo not given)	-2	6	0.94	0	15	-2	2	1	-10
CC1CCCCC12NC(=O)N(CC(=O)c1ccc3c(c1)OCO3)C2=O (stereo not given)	0	-3	1	1	9	-23	-3	1.2	-7
COc1ccc(-c2csc(CCn3nc(C)cc3C)n2)cc1	1	-6	1.1	-1	4	2	0	0.98	-3
CN(C)c1ccc(CNS(=O)(=O)c2ccc3c(c2)NC(=O)CS3)cc1	-2	-2	1	1	20	6	3	0.94	27
Cc1ccccc1S(=O)(=O)Cc1ccc(C(=O)N2CCN(c3ccc(F)cc3)CC2)o1	-2	1	0.99	1	-7	13	-2	0.87	-5
CCCCCn1c(NC(=O)c2ccco2)c(S(=O)(=O)c2ccc(C)cc2)c2nc3ccccc3nc21	-1	-2	1	-23	5	14	-4	0.86	-4
O=[N+]([O-])c1cccc(NC(=S)Nc2nc(-c3ccccc3Cl)cs2)c1	-3	14	0.86	-1	6	-37	-7	1.4	-6
CCOC(=O)c1sc(NS(=O)(=O)c2ccc(NC(C)=O)cc2)nc1C	1	3	0.97	2	4	-32	0	1.3	7
O=Cc1cn(CC(O)CN2CCCCC2)c2ccccc12 (stereo not given)	-5	-12	1.1	-1	-5	9	-1	0.91	-3
O=C(CNC(=O)c1cccc(F)c1)N/N=C/c1cc(Br)ccc1OCc1ccccc1	0	-4	1	3	25	-4	-6	1	5
O=C(c1ncc[nH]1)c1ccccc1C(=O)N1CCOCC1	0	6	0.94	1	-5	-5	0	1.1	0
Nc1ccc(S(=O)(=O)Nc2nccc(/C=C/c3ccccc3F)n2)cc1	-7	4	0.96	2	-1	14	0	0.86	-8
O=C(O)CC(Cc1ccccc1)(C(=O)O)c1ccccc1 (stereo not given)	-6	-1	1	1	8	17	-2	0.83	-8
COc1ccc(-c2oc3ncnc(NCCCN4CCOCC4)c3c2-c2ccc(OC)cc2)cc1	-1	-5	1.1	-6	-1	-4	-5	1	-5
COc1cccc(C(=O)O[C@H]2[C@H](Cc3ccccc3)NS(=O)(=O)[C@H]3C[C@@H]4C=C[C@]23O4)c1	-5	-12	1.1	1	10	6	-3	0.94	-7
CCCC(O)(c1ccc(Cl)cc1)C(CN1CCOCC1)c1ccc(Cl)cc1 (stereo not given)	-6	4	0.96	2	5	19	-6	0.81	-8
CC(C)Cn1c(C23CC4CC(CC(C4)C2)C3)n[nH]c1=S	0	-8	1.1	0	26	-22	-1	1.2	6
CN(C)/C=C1\NC(=S)N(c2ccc(Cl)cc2)C1=O	-1	-1	1	-2	-1	-7	1	1.1	-1
COC(=O)c1cc2c(cc1Cl)SC(=NCCCN1CCOCC1)NS2(=O)=O	-2	2	0.98	3	20	-8	0	1.1	-2
Cc1cc(C(=O)Nc2ccccc2C(=O)N2CCCCC2)ccc1[N+](=O)[O-]	-1	-6	1.1	2	20	-29	-3	1.3	-1
COCCn1c(-c2ccc(C#N)cc2)nc2c1c(=O)[nH]c(=O)n2Cc1ccccc1	1	6	0.94	0	7	10	4	0.9	-2
COc1ccc(C(=O)NCCc2nnc3ccc(SCC(=O)N4CCOCC4)nn23)cc1	-3	2	0.98	-2	8	-2	-3	1	-6
CN(C)CCCNCCCNC(=O)/C=N/O	2	4	0.96	1	14	8	-2	0.92	-3
CCC(C)NS(=O)(=O)c1ccc(NC(=O)C2CCCO2)cc1 (stereo not given)	4	-5	1	-2	3	-6	-1	1.1	-4
Nc1ccc(N2CCOCC2)c2nonc12	-3	5	0.95	2	24	13	-3	0.87	-7
N=c1oc2cc(O)ccc2cc1C(=O)Nc1ccc(Br)cc1	-5	-59	1.6	-27	-1	0	-5	1	-2
CC(=O)Nc1ccc(S(=O)(=O)Oc2ccc(C(=S)N3CCCCC3)cc2)cc1	-1	6	0.94	2	-4	0	-2	1	0
NC(=O)c1ccc(NC(=O)CS(=O)(=O)c2cn(CC(=O)N3CCCC3)c3ccccc23)cc1	-2	-2	1	0	24	4	3	0.96	-11
CCn1c(N)c(C(=O)NCCOC)sc1=S	-7	-5	1.1	4	7	-12	0	1.1	-4
N#CCc1ccc(NC(=O)c2ccc(S(=O)(=O)N3CCCC3)cc2)cc1	0	-2	1	1	2	-2	-3	1	-1
CCOC(=O)c1sc(NC(=O)C2CC(=O)N(c3ccccc3C)C2)nc1C (stereo not given)	0	0	1	1	11	18	-2	0.82	7
Cc1ccc(-c2cc(C(=O)Nc3cnn(C(C)C)c3)no2)cc1	-3	3	0.97	0	1	14	-2	0.86	-5
CCOC(=O)C1CCN(C(=O)c2cccc(NS(=O)(=O)c3ccc(F)c(F)c3)c2)CC1	5	-5	1	1	-4	1	-4	0.99	-8
CCn1c(=O)cc(SCC(=O)Nc2cccc(SC)c2)c2ccccc21	3	0	1	0	3	7	-5	0.93	0
CSc1nsc(SC)c1C(=O)OCC(F)(F)F	5	5	0.95	3	-2	-3	-1	1	0
O=C(Cc1cccs1)Nc1ccc(Cl)cc1	0	0	1	-3	37	-2	-2	1	-3
Cc1ccc(/C=N\NC(=O)C2CN(S(=O)(=O)c3ccccc3)CCN2S(=O)(=O)c2ccccc2)cc1 (stereo not given)	5	-20	1.2	2	5	-15	0	1.1	-3
CC(C)CN(Cc1cc2ccccc2[nH]c1=O)C(=O)c1cccnc1	-1	-12	1.1	0	7	-8	0	1.1	-1
O=S(=O)(c1ccccc1F)N1CCN(CCc2ccccc2)CC1	3	-10	1.1	2	39	4	3	0.96	4
C=CCSc1nc2sc(C)c(C)c2c(=O)[nH]1	-3	7	0.93	2	14	0	-3	1	-1
CC1=C(C(=O)OCc2ccccc2)C(c2ccccc2OS(=O)(=O)c2ccccc2[N+](=O)[O-])NC(=O)N1CCCC(=O)O (stereo not given)	-5	4	0.96	.	-6	0	-4	1	-9
O=C(O)CN=C1NC2(CCCC2)Cc2ccccc21	3	9	0.91	-2	7	4	0	0.96	-7
Cc1ccc(-n2c(-c3ccc(Cl)cc3)n[nH]c2=S)cc1	-8	-1	1	2	21	10	-1	0.9	12
C(/C=C/c1ccco1)=N/N1CCN(c2ccccc2)CC1	-8	-2	1	2	19	6	-2	0.94	0
O=C(OCCN(C1=NS(=O)(=O)c2ccccc21)c1ccccc1Cl)c1ccc(Cl)cc1	-1	14	0.86	-5	6	14	-5	0.86	-6
CCN(CC)C(=O)CSc1nc(N)c(-c2ccccc2)c(=O)[nH]1	0	-2	1	1	4	-1	-1	1	-6
CCCCCCSc1cc(-c2nc3cc(C)ccn3c2NC2CCCCC2)ccc1OC	0	-5	1	0	22	5	-8	0.95	8
COc1cccc(OCC(O)CN2CCC(C)CC2)c1 (stereo not given)	1	-8	1.1	-1	20	-2	2	1	-3
O=[N+]([O-])c1ccccc1Oc1ccc(Cl)c2cccnc12	0	-15	1.1	2	16	-11	5	1.1	-8
Cn1c(SCC(=O)NC2CCCC2)nnc1-c1ccco1	-3	-9	1.1	-2	6	-9	-2	1.1	-6
C=CCn1c(SCC(=O)N(CCC)C2CCS(=O)(=O)C2)nnc1-c1ccccc1OC (stereo not given)	-4	12	0.88	-1	12	-3	4	1	-8
COc1ccc(N2CCN(C(CNC(=O)C(=O)NCCC3=CCCCC3)c3ccco3)CC2)cc1 (stereo not given)	0	0	1	2	13	1	0	0.99	-8
Cc1cc(OCc2nc3ccccc3s2)ccc1N	-6	6	0.94	-2	55*	16	-3	0.84	-1
COc1ccc(CC(=O)NC(C)C2COc3ccccc3O2)cc1OC (stereo not given)	-3	-8	1.1	2	11	2	0	0.98	30
CN(C)c1cccc(Oc2nc3c(c(=O)n(C)c(=O)n3C)n2C)c1	-7	-5	1	-17	13	-21	-2	1.2	0
CN(C)C(=O)c1cn(CCC#N)nc1-c1ccc2ccccc2c1	-1	24	0.76	2	11	-26	-1	1.3	-2
O=S(=O)(Nc1ncccn1)c1ccc(NC(=S)NCc2ccco2)cc1	-5	4	0.96	1	17	0	-1	1	-8
COC(=O)c1[nH]c2ccc(C)cc2c1NC(=O)CCN1CCN(Cc2ccc3c(c2)OCO3)CC1	-3	3	0.97	0	15	-21	-2	1.2	-4
Cc1ccc(CNC(=O)CCc2cn(C)c3ccccc23)cc1	1	-13	1.1	0	27	-17	-2	1.2	-1
COc1cccc(N2CC(C(=O)Nc3ccc(F)cc3)CC2=O)c1 (stereo not given)	-3	-13	1.1	2	12	12	-4	0.88	1
Cc1ccc2nc(SCC(=O)Nc3cccc(S(=O)(=O)NC4=NCCCCC4)c3)[nH]c2c1	-3	12	0.88	-1	0	-7	-2	1.1	-1
